S3 lipid droplet – qHTS Assay for Lipid Storage Modulators in Drosophila S3 Cells | Drosophila S3 cells, BODIPY lipid droplet fluorescence, 18-24 h; cells fed with added oleic acid | Potency in µM for hits, for the others lipid storage change, negative = inhibition, % at the top dose, mostly 46.1 µM | 320,000 compounds, 0.64% hits; active means well fitted inhibition curve with a large enough effect in the signal ratio, with a control signal flat, not every such curve was filed as active; inconclusive means small, poorly fitted or top-dose-only effect, or effect the other way, or a change in a side signal; the % refers to the signal ratio
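Drosophila S3 cells got compounds at several concentrations plus oleic acid (400 uM solution). Laser-scanning cytometry with 488 nm excitation read lipid droplets at 500-530 nm and cells at 575-640 nm. Percent activity was relative to 20 uM Triacsin C.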
S3 lipid droplet cell count max – also measured in S3 lipid droplet; calls as there; cell number change, %; measured here: cell count max response;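 cells counted by Cell Tracker Red CMTPX staining in the red channel; peak over a dose series mostly up to 46.1 µM; percent activity relative to internal control wells on each plate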
Active calls of the source: *; i = inactive; u = inconclusive; x = not tested or not shown; [ ] = dose if it differs, or a comment. On the % scale 0 is the no-effect control and ±100 the full control effect; potency means the concentration at half of the fitted maximal effect.

S3 lipid droplet	S3 lipid droplet cell count max	SMILES
i	x	COc1cc(/C=C2\SC(c3ccc(C)cc3)=NC2=O)cc(OC)c1OC
-4%	7	O=S(=O)(c1ccc(Cl)nc1)N1CCCc2ccccc21
u	x	Cc1ccc(N2CS(=O)(=O)/C(=C/N(C)C)C2=O)cc1
u	x	CC(C)C(NC(=O)Cc1ccccc1)C(=O)N1CCN(c2cccc(Cl)c2)CC1 (stereo not given)
-5%	x	O=C(CCCC1=NS(=O)(=O)c2ccccc2N1)NCCc1ccc(Cl)cc1
u	x	O=C(COC(=O)C12CC3CC(CC(C3)C1)C2)NC12CC3CC(CC(C3)C1)C2
0%	-3	CN(C)/C=C(\C#N)C(=O)Nc1ccc(F)c(Cl)c1
u	x	Cc1cccc(Sc2c(C=O)c3ccccc3n2C)c1
3%	7	O=C(Nc1ccccc1C(=O)O)/C(=C/c1ccc([N+](=O)[O-])cc1)NC(=O)c1ccc(Br)o1
u	x	COc1ccc(-n2ncc3c2CC(C)(C)CC3NC(=O)CCc2c(C)noc2C)cc1 (stereo not given)
-5%	-23	O=C(CSC1CCCCC1)Nc1ccccc1Br
4%	-7	CCc1ccc(OCC(=O)N2CCN(c3ccccc3F)CC2)cc1

More structures follow:
S3 lipid droplet	S3 lipid droplet cell count max	SMILES
u	x	CCOc1ccc(S(=O)(=O)Nc2ccc(C(=O)N3CCCC3)cc2)cc1C(N)=O
u	x	O=C(CC1SC(N2CCCC2)=NC1=O)Nc1ccc(C(=O)N2CCCC(C(F)(F)F)C2)cc1 (stereo not given)
u	x	CC(NC(=O)/C=C/c1ccccc1[N+](=O)[O-])C1CC2CCC1C2 (stereo not given)
u	x	CCOC(=O)c1nnn(-c2nonc2N)c1-c1ccc(OC)cc1
u	x	COc1ccc(-n2nc(C(=O)NCC(=O)Nc3cc(OC)c(OC)c(OC)c3)c3ccccc3c2=O)cc1OC
i	-29	COc1ccc(/C=N/N(c2ccccc2)c2ccccc2)cc1O
-2%	-8	Cn1c(Cc2cccs2)nnc1SC/C=C/c1ccccc1
u	x	Cc1c(OCC(=O)NCCCn2ccnc2)ccc2c3c(c(=O)oc12)CCC3
12%	x	COc1ccc(N=CC2=C(O)CC(C)(C)CC2=O)cc1
u	x	O=C(c1ccc(F)cc1)C1CCN(C(=O)NC2CCCCC2)CC1
-5%	-2	CCOCCCNC(=S)N(Cc1ccco1)Cc1cc2cc3c(cc2[nH]c1=O)OCCO3
u	x	COc1ccc(C)cc1Nc1n[n+](C)c(-c2ccc(O)cc2O)s1

Compound profiles, from the list above:
COc1ccc(/C=N/N(c2ccccc2)c2ccccc2)cc1O is listed as S3 lipid droplet = i; S3 lipid droplet cell count max = -29
COc1ccc(N=CC2=C(O)CC(C)(C)CC2=O)cc1 is listed as S3 lipid droplet = 12%; S3 lipid droplet cell count max = x

Two entries from above, as labelled records.
molecule: COc1ccc(/C=N/N(c2ccccc2)c2ccccc2)cc1O
  S3 lipid droplet: i; S3 lipid droplet cell count max: -29
molecule: Cn1c(Cc2cccs2)nnc1SC/C=C/c1ccccc1
  S3 lipid droplet: -2%; S3 lipid droplet cell count max: -8

Following part:
S3 lipid droplet	S3 lipid droplet cell count max	SMILES
u	x	CCC(=O)Nc1ccc(-c2csc(NNC(C)=O)n2)cc1
-4%	0	COc1ccc(CC(=O)OCC(=O)Nc2ccc(OC(F)F)cc2)cc1OC
-10%	18	N#C/C(C(N)=O)=C1/SC(Cc2ccc(F)cc2)C(=O)N1c1ccccc1 (stereo not given)
u	x	Cc1ccc(N2CC(C(=O)Nc3cccc(F)c3)CC2=O)cc1 (stereo not given)
0%	-17	O=C(Nc1ccccc1Oc1ccccc1)c1cc([N+](=O)[O-])ccc1Cl
u	x	COc1ccc(C2NC(=O)C(=O)/C2=C(\O)c2ccc(Cl)cc2)cc1OC (stereo not given)
u	x	CCc1ccc(N2CC(C(=O)OCc3nc4ccsc4c(=O)[nH]3)CC2=O)cc1 (stereo not given)
i	10	CC(C)c1ccc(NC2CCCN(C(=O)CC3CCCC3)C2)cc1 (stereo not given)
i	11	CN(C(=O)c1ccccc1F)C(c1ccccc1)c1ccccc1
u	x	FC(F)(F)c1cnc(NNC(=S)Nc2ccccc2Cl)c(Cl)c1
-4%	-8	CC1Cc2cc(/C(O)=C3/C(=O)C(=O)N(CCCn4ccnc4)C3c3ccc(F)cc3)ccc2O1 (stereo not given)
u	x	COc1ccc(NC(=S)NCCc2c[nH]c3ccccc23)cc1

Next section.
S3 lipid droplet	S3 lipid droplet cell count max	SMILES
i	11	COC(=O)COc1ccc(S(=O)(=O)NCCC2=CCCCC2)cc1Cl
u	x	Cc1cc(C(=O)NNC(=O)c2ccc(C(F)(F)F)cc2)no1
16µM*	-11*	Cc1c(N=Cc2ccccn2)c(=O)n(-c2ccccc2)n1C
-20%	-23	O=C(CCN1CCCCC1)Nc1ccccc1
u	x	CC(OC(=O)c1nc(Cl)ccc1Cl)C(=O)c1ccccc1 (stereo not given)
u	x	CC(=O)c1ccc(OC(=O)/C=C/c2ccccc2)cc1
u	x	O=C(O)Cn1cccc1C(=O)c1ccccc1
u	x	CC(=O)Nc1nnc(SCC(=O)N2C(C)CCCC2C)s1 (stereo not given)
u	x	COc1ccccc1NC(=S)NNC(=O)c1nn(C)cc1Cl
u	x	COC(=O)c1sccc1NC(=O)Nc1ccc(C)c(C)c1
i	-25	COc1ccc(OC)c(NC(=O)NNC(=O)COc2ccc(F)cc2F)c1
-10%	-15	O=C1N=C(N2CCCCC2)S/C1=C/C1=Cc2ccccc2OC1

New compounds follow
S3 lipid droplet	S3 lipid droplet cell count max	SMILES
-12%	4	Cc1cc(-c2sccc2C)nc(-n2cccc2)n1
u	x	CCOc1ccc(CCNc2nc3c(c(=O)n(C)c(=O)n3C)n2CC)cc1OCC
u	x	O=[N+]([O-])c1ccc(-c2nnc(CNC3CCCC3)o2)cc1
u	x	CCN(CC)C(=O)Cn1nc(-c2ccc(Cl)cc2)c2ccccc2c1=O
19%	x	O=C(O)C1C2C=CC(C2)C1C(=O)NCc1ccco1 (stereo not given)
i	x	C=CCCCCCCCCc1nc(=S)[nH][nH]1
8%	22	O=C(C1CCCN(Cc2ccc(Br)cc2)C1)N1CCCCC1 (stereo not given)
13%	-7	CCNC(=O)Cc1ccc(NS(=O)(=O)c2ccc(F)cc2)cc1
-4%	-4	Cc1sc2ncnc(Sc3ccccc3C(=O)O)c2c1C
u	x	Cc1sc(NC(=S)NC(=O)c2ccco2)c(C#N)c1C
u	x	Cc1csc(-c2cnn(-c3ccccc3)c2NC(=O)c2cccc(C(F)(F)F)c2)n1
u	x	CCOC(=O)c1c(C)c(-c2ccccc2)n(CC(=O)N2CCCC2)c1C

(list continues)
S3 lipid droplet	S3 lipid droplet cell count max	SMILES
1%	-14	Cc1nnc2ccc(-c3ccc(NC(=O)c4cccnc4Cl)cc3)nn12
u	x	O=C(Cn1cnc2ccccc2c1=O)c1ccc2c(c1)OCCO2
i	x	CCc1nnc(NC(=O)C2Cc3ccccc3CN2S(=O)(=O)c2c(C)c(C)cc(C)c2C)s1 (stereo not given)
u	x	CCn1nc(C(=O)Nc2cccc(S(=O)(=O)N3CCCC3)c2)c2ccccc2c1=O
u	x	O=C(Nc1ccc2c(c1)nc1n2CCN(Cc2ccccc2)C1)c1cccs1
u	x	CCOC(=O)c1cnc2ccc(OCC)cc2c1NCc1ccccc1OC
8%	8	CCOC(=O)CC(=O)Nc1ccccc1C(=O)O
2%	15	CCOc1cccc(/C(O)=C2/C(=O)C(=O)N(CCOC)C2c2ccncc2)c1 (stereo not given)
i	21	NS(=O)(=O)c1ccc(CNS(=O)(=O)c2ccc3c(c2)OCCO3)cc1
-1%	-2	COc1ccc(S(=O)(=O)N(CCC(N)=O)Cc2ccco2)cc1OC
11%	-3	CCc1c(C)nc(N)nc1OCC(F)(F)C(F)F
i[0.0737 µM]	-28	CC(C)C(NS(=O)(=O)c1ccccc1)C(=O)OCC(=O)NNC(=O)c1ccccc1 (stereo not given)

(more compounds)
S3 lipid droplet	S3 lipid droplet cell count max	SMILES
u	x	Cc1ccc2[nH]c3c(c2c1)CCCC3NC(=O)CCl (stereo not given)
i	-29	O=C(NCc1cccs1)Nc1cccs1
u	x	CN(C)S(=O)(=O)n1cnc2ccccc21
u	x	NC(=O)C1CCN(C(=O)/C(=C/c2ccco2)NC(=O)c2ccccc2)CC1
u	x	O=C(CSc1nccn1Cc1ccccc1)NCc1ccccc1
u	x	Cc1cc2nc(N3C(=O)CNC3=S)sc2cc1C
-2%[9.22 µM]	2	Cc1ccc(CNS(=O)(=O)c2ccc3c(c2)n(C)c(=O)c(=O)n3C)cc1
-2%	11	CCOC(=O)N1CCN(C(=O)C2CCN(S(=O)(=O)N3CCCC3)CC2)CC1
u	x	C=CCNCCOCCSc1ccc(Cl)cc1
i	-1	Cc1nc(NC(=O)CSc2nc3ccccc3s2)sc1C(=O)N(C)C
7%	8	CCC(C)[C@H](NC(=O)Nc1cccc(Br)c1)C(=O)OC (stereo not given in full)
u	x	Cc1cccc(C)c1NC(=O)C(c1ccccc1)N1CCN(C(=O)c2ccco2)CC1 (stereo not given)

Some of these compounds in order of molar mass, highest first:
S3 lipid droplet	S3 lipid droplet cell count max	SMILES
-2%[9.22 µM]	2	Cc1ccc(CNS(=O)(=O)c2ccc3c(c2)n(C)c(=O)c(=O)n3C)cc1
19%	x	O=C(O)C1C2C=CC(C2)C1C(=O)NCc1ccco1 (stereo not given)
-12%	4	Cc1cc(-c2sccc2C)nc(-n2cccc2)n1

Following part:
S3 lipid droplet	S3 lipid droplet cell count max	SMILES
-17%	-1	CC(NC(=O)c1cc(Br)ccc1Br)c1ccccc1 (stereo not given)
27%	-14	COc1ccc(C)cc1CN1C(=O)c2ccccc2C1=O
u	x	C=CCOc1ccccc1/C=C/C(=O)O
6%	7	COc1ccccc1N1CCN(CCN(C(=O)C2CCCCC2)c2ccccn2)CC1
u	x	O=C(COc1ccc(S(=O)(=O)NC2CCCCC2)cc1)N1CCN(c2ccc(F)cc2)CC1
u	x	Cc1ccc(-c2ccc(OC(=O)c3ccc(=O)[nH]c3)c(C)c2)cc1
u	x	CNC(=O)c1cc(S(=O)(=O)NC2CCCCCC2)ccc1C
-2%	10	CCOC(=O)Cn1nnc(-c2cccc(OC)c2)n1
5%	-1	O=C(c1ccc([N+](=O)[O-])s1)N1CCN(c2cccc(Cl)c2)CC1
u	x	COc1ccc(-c2ccc3c(c2)S(=O)(=O)c2cccc(C(=O)NCc4ccccc4Cl)c2C3=O)cc1OC
u	x	O=c1c(C/C=C/c2ccccc2)c(O)ccn1Cc1cccc(Cl)c1
15%	x	CC(C)(Cc1ccc(O)cc1)NC(=O)CC(=O)N/N=C/c1ccc([N+](=O)[O-])cc1

Ordered by the number under S3 lipid droplet cell count max (rising): some entries from above.
S3 lipid droplet	S3 lipid droplet cell count max	SMILES
27%	-14	COc1ccc(C)cc1CN1C(=O)c2ccccc2C1=O
-17%	-1	CC(NC(=O)c1cc(Br)ccc1Br)c1ccccc1 (stereo not given)
6%	7	COc1ccccc1N1CCN(CCN(C(=O)C2CCCCC2)c2ccccn2)CC1
-2%	10	CCOC(=O)Cn1nnc(-c2cccc(OC)c2)n1

(listing goes on)
S3 lipid droplet	S3 lipid droplet cell count max	SMILES
5%	2	CCCC(=O)N/N=C1\CS(=O)(=O)N(C)c2ccsc21
-10%	18	c1ccc(-c2nn[nH]n2)cc1
u	x	NC(=O)CC(NC(=O)Cc1cccc2ccccc12)c1ccc(N2CCC(N3CCCCC3)CC2)c([N+](=O)[O-])c1 (stereo not given)
u	x	CCCCCCS(=O)Cc1ccccc1 (stereo not given)
u	x	NNC(=O)c1nc(-c2ccccc2)cc(-c2ccccc2)n1
u	x	CC(=O)N1CCC(C(=O)Nc2ccc(S(=O)(=O)N3CCCCC3)cc2)CC1
u	x	CC(C(=O)O)N1C(=O)C2C3CC(C2C1=O)C1C(c2ccccc2)c2sc(=O)[nH]c2SC31 (stereo not given)
u	x	COc1cc(/C=C/C(=O)O)cc(S(=O)(=O)Nc2ccc3nc(SC)sc3c2)c1OC
19%	8	CC12CCC(C(=O)N(CCCCN3CCN(c4ccccn4)CC3)C1=O)C2(C)C (stereo not given)
u	x	COc1ccc(CNC(=O)c2ccc(-c3ccccc3)cc2)cc1
-1%	-25	Cc1ccc(/C=N/NC(=O)CNC(=O)c2cccs2)o1
-5%	6	CC1CC(C)CN(C(=O)CSc2ccsc2[N+](=O)[O-])C1 (stereo not given)

(further entries)
S3 lipid droplet	S3 lipid droplet cell count max	SMILES
16%[9.22 µM]	2	CNC(=S)NCc1ccc2[nH]c3c(c2c1)CCCC3
9%	14	CC(=O)NCCCC(=O)NC(CCC(=O)OCc1ccccc1)C(=O)OCc1ccccc1 (stereo not given)
u	x	CCC(=O)Nc1ccc2nc(SCC(=O)N3CCCC3)sc2c1
u	x	COc1cc(C(=O)Oc2cccc(C)c2)cc(OC)c1OC
u	x	Cc1cccc(NS(=O)(=O)c2ccc(-c3cnc(C4CC4)o3)cc2)c1C
3%	20	O=C(O)COc1ccccc1/C=N/NC(=O)CN1CCN(Cc2ccccc2Cl)CC1
u	x	COc1cccc(N2CCN(Cc3nc(N)nc(Nc4ccccc4)n3)CC2)c1
u	x	Cc1nn(-c2ncc(C(F)(F)F)cc2Cl)c(=O)n1-c1c(F)cccc1F
u	x	O=C(CNC(=O)c1ccco1)Nc1ccc2c(c1)OCCO2
u	x	COc1ccc(S(=O)(=O)Nc2ccc3c(c2)OCO3)cc1C
u	x	CN(CCC#N)C(=O)CSc1nc2scc(-c3ccccc3)c2c(=O)[nH]1
u	x	CCN(CC)CCCNC(=S)N1CCN(c2nc(-c3ccc(F)cc3)cs2)CC1
u	x	Nc1ccccc1C(=O)Nc1cccc2ccccc12

Screens: PubChem, National Center for Advancing Translational Sciences (NCATS)

Only part of the results is shown; the hit share may differ from the screen's.
